Bioassay records from PubChem BioAssay.
Rin1-Abl PPI inh: inhibitors of Rin1-Abl protein binding, primary screen, biochemical, TR-FRET; Tyrosine-protein kinase ABL1 (Homo sapiens) + Ras and Rab interactor 1 (Homo sapiens), …; AID 588664, 2011; inhibition, % at 7.35 µM; actives 0.4% (n = 360,000); in the data active = inhibition above about 5%, passing the limit was not always enough
Rpn11 block: Rpn11 (PSMD14) deubiquitinase inhibitors, primary screen, biochemical, fluorescence polarization, uHTS; AID 588493, 2011; human 26S proteasome, Ub4-pepOG fluorescence polarization; 20S core pre-blocked with epoxomicin; calls only at 20 µM; 26S proteasome non-ATPase regulatory subunit 14 (Homo sapiens), O00487; actives 0.59% (n = 360,000);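 active = inhibition at 20 µM, scaled to each plate's controls, above about 33%, limit read from the data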
Target sequence (O00487 whole entry, looked up): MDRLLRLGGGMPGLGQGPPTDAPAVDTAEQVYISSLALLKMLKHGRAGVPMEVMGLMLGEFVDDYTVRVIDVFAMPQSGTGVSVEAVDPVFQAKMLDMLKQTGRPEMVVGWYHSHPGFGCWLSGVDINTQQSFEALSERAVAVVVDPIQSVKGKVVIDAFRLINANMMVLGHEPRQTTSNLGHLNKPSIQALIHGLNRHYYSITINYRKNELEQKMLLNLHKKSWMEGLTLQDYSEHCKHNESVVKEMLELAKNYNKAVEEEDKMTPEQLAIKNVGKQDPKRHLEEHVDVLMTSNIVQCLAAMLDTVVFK
Neddyl block: inhibitors of cullin neddylation, primary screen, biochemical, TR-FRET, uHTS, NAE and Ubc12; NEDD8-conjugating enzyme Ubc12 (Homo sapiens) + NEDD8-activating enzyme E1 regulatory …; calls only at 25 µM; actives 0.58% (n = 360,000); in the data active = inhibition above about 36%
DNMT1 block: human DNMT1 methyltransferase inhibitors, primary screen, biochemical, molecular beacon, fluorescence, HinP1I cleavage, uHTS. inhibition (reported as % activation of signal), % at 10 µM. actives 0.83% (n = 360,000). AID 588458, 2011; in the data active = inhibition above about 50%
NadD inh: inhibitors of S. aureus NadD, primary screen, biochemical, colorimetric, uHTS; Nicotinate-nucleotide adenylyltransferase NadD (Staphylococcus aureus N315); purified NadD enzyme, colorimetric absorbance read-out; inhibition, % at 20 µM; actives 0.78% (n = 360,000); AID 602399, 2012; in the data active = inhibition above about 26%; note: some compounds past the cut are filed as inactive
LMPTP block: LMPTP phosphatase inhibitors, primary screen, biochemical, fluorescence intensity, uHTS; Low molecular weight phosphotyrosine protein phosphatase (Homo sapiens), P24666; recombinant LMPTP-A, OMFP fluorogenic substrate; inhibition, % at 20 µM; actives 0.22% (n = 360,000); AID 651560, 2012;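 active = compounds that cut the enzyme signal by at least half of the control window in the single-dose screen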;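 note: plate controls were DMSO wells with enzyme plus substrate for no effect and substrate without enzyme for full effect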
Target sequence (P24666 whole entry, looked up): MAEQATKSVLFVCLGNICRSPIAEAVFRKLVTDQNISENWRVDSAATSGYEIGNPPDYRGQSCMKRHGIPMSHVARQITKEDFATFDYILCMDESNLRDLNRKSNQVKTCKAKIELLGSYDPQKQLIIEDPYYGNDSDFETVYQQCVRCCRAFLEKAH
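Assay system: LMPTP-A enzyme. Input: 0.625 nM LMPTP-A final. Probe or stimulus: 400 µM OMFP. Compound dosing: single 20 µM dose. Schedule: 50 min dark incubation at room temperature. Detection: fluorescence intensity of OMFP turnover product. Read-out: percent inhibition versus substrate-only and uninhibited controls. Benchmarks: no-enzyme low control, uninhibited high control.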
CSN deneddyl inh: inhibitors of CSN-mediated cullin deneddylation, primary screen, biochemical, fluorescence polarization, uHTS. COP9 signalosome complex subunit 5 (Homo sapiens), Q92905. inhibition, % at 12.5 µM. Purified CSN, SCF-Nedd8-OG deneddylation. actives 0.38% (n = 360,000);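 active = pattern-corrected inhibition above about 35%, with an unprinted fluorescence ratio check between 0.5 and 1.5, limit read from the data, passing the limit was not always enough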;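 note: 0% = enzyme with substrate and 100% = substrate without enzyme; some results filed as inactive read as strong as hits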
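assay system = purified human Csn5 enzyme expressed in HEK293T cells | amount = 0.24 nM enzyme | buffer or medium = Tris/NaCl/DTT buffer, pH 7.5 | reagent = 10 nM SCFSkp2-Nedd8OG | compound = one concentration, 12.5 µM, 0.25% DMSO | times = 90 min reaction at room temperature | signal = FP | read-out basis = % inhibition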
Scp-1 inhibitor: Scp-1 phosphatase inhibitors, primary screen, biochemical, colorimetric, uHTS; Recombinant Scp1, phosphopeptide, malachite green phosphate absorbance; actives 0.88% (n = 340,000); inhibition, % at 20 µM; Carboxy-terminal domain RNA polymerase II polypeptide A small phosphatase 1 (Homo …;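 active = inhibition above about 50% at 20 µM, limit read from the data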;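 note: plate controls were DMSO wells with enzyme for no effect and wells lacking enzyme for full effect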
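Test system – truncated SCP-1 phosphatase (76-261aa) · Reagent – Phosphorylated 17-residue peptide substrate · Incubation – 45 min room-temperature reaction, 5 min colour, 30 min stabiliser · Detection – colorimetric phosphate reagent with accelerator and stabiliser, absorbance at 630 nm · Measure – % inhibition at 20 µM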
SUMO1-SIM PPI: modulators of SUMO1 protein-protein interactions, primary screen, biochemical, uHTS. Small ubiquitin-related modifier 1 (Homo sapiens), P63165. SUMO1 binding to a labelled peptide, TR-FRET, 1 h. inhibition, % at 20 µM. actives 0.33% (n = 360,000); in the data active = inhibition above about 37%
STEP block: STEP phosphatase inhibitors, primary screen, biochemical, fluorescence intensity, uHTS; actives 0.25% (n = 360,000); recombinant STEP, OMFP fluorogenic substrate; Tyrosine-protein phosphatase non-receptor type 5 (Homo sapiens), P54829; inhibition, % at 20 µM;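 active = inhibition at 20 µM, scaled per plate between control wells, above about 37%, limit read from the data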;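 note: 0% = DMSO with enzyme and substrate and 100% = substrate only without enzyme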
Target sequence (P54829 whole entry, looked up): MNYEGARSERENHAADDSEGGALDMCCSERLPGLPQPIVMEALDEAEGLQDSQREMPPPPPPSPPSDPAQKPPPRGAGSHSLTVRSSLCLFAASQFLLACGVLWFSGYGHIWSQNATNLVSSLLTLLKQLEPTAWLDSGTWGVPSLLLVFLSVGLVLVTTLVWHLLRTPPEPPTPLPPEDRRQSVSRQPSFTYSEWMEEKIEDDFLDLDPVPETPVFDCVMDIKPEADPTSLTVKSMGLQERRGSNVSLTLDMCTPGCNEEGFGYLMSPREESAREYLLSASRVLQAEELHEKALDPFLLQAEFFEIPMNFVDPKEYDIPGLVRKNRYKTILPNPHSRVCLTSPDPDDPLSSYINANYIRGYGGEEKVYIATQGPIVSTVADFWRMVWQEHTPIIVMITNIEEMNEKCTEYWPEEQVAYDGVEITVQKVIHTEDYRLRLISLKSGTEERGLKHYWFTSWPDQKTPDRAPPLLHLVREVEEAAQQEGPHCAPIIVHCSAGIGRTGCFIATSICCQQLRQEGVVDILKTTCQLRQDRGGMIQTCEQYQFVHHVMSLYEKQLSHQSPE
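Also added – OMFP at 25 µM · Test system – STEP tyrosine phosphatase · Technique – FITC-channel fluorescence of OMFP product · Schedule – 20 min at room temperature, dark · Evaluation – control-normalized % inhibition with plate pattern correction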
* marks the source's active call; other numbers are inactive results; i = inactive; . = not tested or not shown; + = active, no number; & = joins results of further samples. Outcome played no part in choosing rows; overall some 3.8% were active at least once.

Order of values: STEP block	DNMT1 block	Neddyl block	LMPTP block	SUMO1-SIM PPI	Rpn11 block	NadD inh	CSN deneddyl inh	Scp-1 inhibitor	Rin1-Abl PPI inh
- COCCN(CC(=O)NC1CCCCC1)C(=O)CSc1nc2ccccc2o1
  -2	-4	i	-1.0	0	i	-4	-4	-6	1
- Fc1ccc(Nc2nc(-c3cccnc3)cs2)cc1
  1	-8	i	-0.8	-3	i	-5	-1	-8	-3
- Cc1cc(NC(=O)CSCc2ccccc2)no1
  2	-2	i	-0.2	-3	i	0	4	-8	1
- O=C(NCC1CCCN1S(=O)(=O)c1cccs1)c1ccc([N+](=O)[O-])cc1 (centres undefined)
  2	1	i	1.3	-32	i	0	3	-5	-5
- CC(C)CC1c2[nH]c3ccccc3c2CCN1CCCn1cccn1 (centres undefined)
  1	-6	.	1.8	-4	i	-2	0	-5	0
- CN(C)Cc1c(C(=O)N/N=C/c2cccs2)nnn1-c1nonc1N
  -3	9	i	0.8	-15	i	-3	2	10	1
- CCOc1ccc(C(O)Cn2c(=N)n(CCN3CCCCC3)c3ccccc32)cc1 (centres undefined)
  -2	0	i	0.6	2	i	2	11	-6	3
- CCc1ccc(Nc2nc(N3CCOCC3)nc(N3CCOCC3)n2)cc1
  -4	-3	i	-0.1	-2	i	-2	2	-2	-2
- CCS(=O)(=O)c1ccc(C(=O)Nc2cccc(Cl)c2)c(Cl)c1Cl
  -2	-4	i	-0.2	5	i	-3	7	-5	0
- Cc1ccc(C(=O)N[C@H](C(=O)Nc2cc(Cl)cc(Cl)c2)C(C)C)cc1
  -2	0	i	-1.7	5	i	-3	-1	-4	5.8*
- COc1ccc(/C=N/NC(=O)c2ccccc2O)cc1Cn1cc(Cl)cn1
  -2	-5	+	1.6	-5	i	2	0	-12	1
- CCS(=O)CC(=O)Nc1c(-c2ccccc2)oc2ccccc2c1=O (centres undefined)
  -3	3	i	-0.4	2	i	-3	-2	-7	0
- CCOC(=O)C(NC(=O)CC)(Nc1sc2c(c1C(=O)OC)CCN(C)C2)C(F)(F)F (centres undefined)
  0	-2	i	1.7	0	i	-1	-5	-11	0
- CCCNc1c(NS(=O)(=O)c2ccc(Cl)s2)c(=O)oc2ccccc12
  -1	2	i	-1.1	1	i	-6	3	4	5
- Cc1ccsc1/C=N/NC(=O)Cc1cc(=O)[nH][nH]1
  1	-10	i	3.1	2	i	7	-1	-11	-4
- COc1ccc(SC2=C[C@@]3(O)CC[C@@H](O)[C@@](Sc4ccc(OC)cc4)(C2=O)[C@H]3O)cc1
  .	.	i	-1.2	-3	.	4	-5	.	.
- CCc1ccc2[nH]c(=O)c(C3C(C#N)=C(N)Oc4c3ccc3cccnc43)cc2c1 (centres undefined)
  2	-12	i	1.9	-10	i	38*	2	-5	10*
- Cc1ccc(O)c(C2=Nc3ccccc3C2(C)C)c1
  -2	0	i	3.0	1	i	6	3	-3	1
- Cc1cc(N2CCOCC2)ncc1[N+](=O)[O-]
  3	-1	i	-0.8	-15	i	9	-4	-3	0
- CC(C)OCCCN(C)C1CCN(S(=O)(=O)c2csc(C(N)=O)c2)CC1
  1	3	i	-5.1	0	i	-2	-1	-7	-3
- Cn1c(SCC(=O)Nc2sccc2C(N)=O)nc2ccccc2c1=O
  0	0	i	7.0	4	i	0	-4	-7	1
- CCOC(=O)N1CCN(c2c(NCC3CCN(Cc4cccc(C)c4)CC3)c(=O)c2=O)CC1
  2	0	i	-0.8	-6	i	2	1	-12	-1
- CCCCCC1C(=O)CCC1CC(=O)OC (centres undefined)
  -2	-4	i	-1.7	4	i	0	-1	-1	-2
- CCCCN1CC(=O)N2[C@H](c3ccc(Cl)cc3)[C@@H]3C(=O)N(CC)C(=O)[C@@H]3[C@]2(C)C1=O
  -1	5	i	-1.8	-7	i	-1	0	-6	0
- COC(=O)C1CN(C(=O)COc2ccc(C)c(C)c2)c2ccccc2O1 (centres undefined)
  -1	0	i	0.3	0	i	-8	-1	-9	0
- Cc1ccc2nc(-c3cccc(SC4CCCCC4)c3)c(NCc3ccccc3)n2c1
  -2	-4	.	11&12	4&10	i	2&4	-2&-2	14	2
- O=C(CSc1ccccc1C(=O)N1CCN(c2ccc([N+](=O)[O-])cc2)CC1)N1CCCC1
  2	-2	i	0.7	-31	i	5	-5	-3	-1
- COc1ccccc1C(=O)Nc1ccnn1C1CCN(C(=O)c2ccoc2)CC1
  1	1	i	-1.2	1	i	0	2	1	-2
- Cc1ccccc1SCc1noc(C(=O)NC(C)C)c1C(=O)O
  -2	2	i	-2.1	6	i	-5	2	4	3
- CCOc1ccccc1NC(=O)COc1coc(CN2CCc3ccccc32)cc1=O
  2	2	i	3.2	8	i	-1	0	28	-2

Part of the list above in another layout:
mol: CCc1ccc2[nH]c(=O)c(C3C(C#N)=C(N)Oc4c3ccc3cccnc43)cc2c1 (centres undefined)
  STEP block: 2
  DNMT1 block: -12
  Neddyl block: i
  LMPTP block: 1.9
  SUMO1-SIM PPI: -10
  Rpn11 block: i
  NadD inh: 38*
  CSN deneddyl inh: 2
  Scp-1 inhibitor: -5
  Rin1-Abl PPI inh: 10*
mol: O=C(CSc1ccccc1C(=O)N1CCN(c2ccc([N+](=O)[O-])cc2)CC1)N1CCCC1
  STEP block: 2
  DNMT1 block: -2
  Neddyl block: i
  LMPTP block: 0.7
  SUMO1-SIM PPI: -31
  Rpn11 block: i
  NadD inh: 5
  CSN deneddyl inh: -5
  Scp-1 inhibitor: -3
  Rin1-Abl PPI inh: -1
mol: COC(=O)C1CN(C(=O)COc2ccc(C)c(C)c2)c2ccccc2O1 (centres undefined)
  STEP block: -1
  DNMT1 block: 0
  Neddyl block: i
  LMPTP block: 0.3
  SUMO1-SIM PPI: 0
  Rpn11 block: i
  NadD inh: -8
  CSN deneddyl inh: -1
  Scp-1 inhibitor: -9
  Rin1-Abl PPI inh: 0
mol: Cc1ccsc1/C=N/NC(=O)Cc1cc(=O)[nH][nH]1
  STEP block: 1
  DNMT1 block: -10
  Neddyl block: i
  LMPTP block: 3.1
  SUMO1-SIM PPI: 2
  Rpn11 block: i
  NadD inh: 7
  CSN deneddyl inh: -1
  Scp-1 inhibitor: -11
  Rin1-Abl PPI inh: -4

New compounds follow
Order of values: STEP block	DNMT1 block	Neddyl block	LMPTP block	SUMO1-SIM PPI	Rpn11 block	NadD inh	CSN deneddyl inh	Scp-1 inhibitor	Rin1-Abl PPI inh
- COc1ccc(-c2cc(C(=O)N3CCc4ccccc4C3)no2)cc1
  1	-1	i	-0.8	1	i	-10	-2	-3	-3
- CC(Oc1ccc(Cl)cc1Cl)C(=O)Nc1ncccn1 (centres undefined)
  2	0	i	-2.7	-2	i	-5	-1	-2	0
- Cc1ccc(-c2ccc(C(=O)NCCCNC(=O)c3cnccn3)o2)cc1Cl
  0	-1	i	1.0	-8	i	2	0	-8	-1
- C=C1C(=O)[C@]23C[C@H]1CC[C@H]2[C@]1(C)[C@@H](O)CC[C@@](C)(C(=O)O)[C@H]1C[C@@H]3O
  1	3	i	-2.2	6	i	-3	-3	.	4
- Cc1ccc(C)c(NS(=O)(=O)c2ccc(OCC(=O)NCC3CCCO3)cc2)c1 (centres undefined)
  -2	-2	i	-0.7	-2	i	-1	1	-1	2
- CC1CCN(C(=O)C2CCCN(S(=O)(=O)c3ccc4c(c3)CC(C)N4C(=O)C3CC3)C2)CC1 (centres undefined)
  0	3	i	0.0	-4	i	0	-7	-7	4
- O=C(NCCN1CCOCC1)c1ccc(NC(=O)c2ccc(Br)o2)cc1
  .	.	i	1.8	0	.	3	3	.	.
- Cc1noc(C)c1S(=O)(=O)N(C)C[C@H]1OCCCC[C@H](C)Oc2ccc(NC(=O)CCCN(C)C)cc2C(=O)N([C@H](C)CO)C[C@@H]1C
  6	14	i	2.7	10	i	-3	-4	.	1
- COc1ccc(-n2nnnc2Sc2ccc(S(=O)(=O)N3CCOCC3)cn2)cc1
  -2	-4	i	-0.8	-3	i	1	-4	1	1
- Cc1ccc2nc(-c3ccncc3)cc(C(=O)N3CCOCC3)c2c1
  -2	0	i	-1.4	-13	i	0	-4	-4	0
- Cc1occc1C(=O)N1CCCC(N2CCN(c3cccc(Cl)c3)CC2)C1 (centres undefined)
  0	0	i	0.4	-3	i	-2	-1	-6	1
- COc1ccccc1N1CCN(C(=O)c2cc(-c3ccc(F)cc3)on2)CC1
  6	-1	i	0.4	6	i	-7	-3	-5	1
- Cc1cc(OCC(=O)Nc2ccncc2)ccc1Cl
  2	2	i	10	3	i	-4	-1	-6	2
- CCc1noc(N)c1C(=O)Nc1ccc(F)c(Cl)c1
  -3	-3	i	0.4	2	i	-3	-2	-8	-2
- COc1ccc(N2CCN(S(=O)(=O)c3c(C)nc4sccn4c3=O)CC2)cc1
  -1	18	i	-1.7	-2	i	0	0	-6	0
- O=C(COc1ccc(/C=N/NS(=O)(=O)c2ccccc2)cc1)Nc1ccccc1
  0	18	i	0.9	-1	i	4	-5	-4	3
- COc1ccc(CCNC(=O)CN(c2cccc([N+](=O)[O-])c2)S(C)(=O)=O)cc1OC
  -2	4	i	-1.3	-4	i	-7	-2	-6	-1
- O=C(COc1ccc(C(=O)NCc2cccnc2)cc1)Nc1cccc(C(F)(F)F)c1
  2	0	i	-0.6	0	i	2	-4	-1	1
- COc1ccc(C2C(C#N)=C(C)NC(C)=C2C#N)c(OC)c1
  15	0	i	-0.6	-2	i	-3	-8	1	1
